# KB-3-1 cytotox = kills parental KB-3-1 adenocarcinoma cells. 400,000 compounds, 1.4% hits. AID 1347075. Potency, µM (titrated, usually from 46.1 µM), for inactives: at the top dose activity change, negative = cytotoxic, actives largely listed as cytotoxic. KB-3-1 viability, CellTiter-Glo ATP luminescence, 72 h; further: potency means the concentration at half of the fitted maximal effect; on the % scale 0 is the no-effect control and ±100 the full control effect; nearly all actives have a fitted effect of over 60% in size
#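 Cells are dispensed, compounds pinned in, plates held at 37 °C for 72 h, then CellTiter-Glo is added and luminescence read after 10 minutes. Cell line: parental KB-3-1 in phenol-red-free DMEM, 10% FBS.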
# MCF10A rerep = DNA re-replication induction in MCF 10a cells. MCF 10A DNA re-replication, Hoechst nuclear intensity, 48 h. Potency, µM (series often up to 46.1 µM), for inactives: top-dose activity, positive = re-replication, actives largely listed as activators. 350,000 compounds, 2.9% hits. AID 624296; further: potency means the concentration at half of the fitted maximal effect; % of control where 0% means no effect; nearly all actives have a fitted effect of over 50% in size
# HT1080NT lethal = kills 2HG-producing HT-1080-NT fibrosarcoma cells; AID 686970; Potency, µM (titrated, usually from 46.1 µM), for inactives: at the highest dose activity, negative = less viability, most hits filed as cytotoxic; HT-1080-NT fibrosarcoma viability, CellTiter-Glo ATP luminescence, 48 h; 360,000 compounds, 1.6% hits;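 further: NT is the 2HG producing partner of a matched IDH1 knockdown line; potency means the concentration at half of the fitted maximal effect; 0% = DMSO-treated cells and -100% = media-only wells without cells; nearly all actives have a fitted effect of over 55% in size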
#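 HT-1080-NT fibrosarcoma cells (2HG-overproducing), 750 cells/well in RPMI with 5% FBS, dosed after 2 h and incubated 48 h at 37C. CellTiter-Glo luminescence normalized to DMSO and no-cell wells; concentration-response curves fitted and classed.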
# SW480 rerep = inducers of DNA re-replication in SW480 colon cancer cells; SW480 DNA re-replication, Hoechst DNA content imaging, 48 h; Potency, µM (doses to about 46.1 µM), for inactives: at the top dose re-replication activation, usual class: activators; 340,000 compounds, 1.8% hits; AID 624297; further: potency means the concentration at half of the fitted maximal effect; % of control where 0% means no effect; nearly all actives have a fitted effect of over 55% in size
#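 Compounds, transferred as 23 nL by pin tool, were incubated with cells for 48 hr; DNA content per nucleus was then quantified by Hoechst staining and fluorescence plate imaging.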
# HT1080 IDH1KD tx = toxicity to HT-1080 IDH1 knockdown cells (counter line) | AID 686971 | HT-1080 IDH1 knockdown viability, ATP luminescence, 48 h | 360,000 compounds, 2% hits | Potency, µM (series often up to 46.1 µM), without a hit: top-dose activity, negative = toxicity, usual class: cytotoxic;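 further: potency means the concentration at half of the fitted maximal effect; 0% = DMSO wells and -100% = cell-free medium wells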
#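 Using the IDH1-knockdown HT-1080 line run in the same batch and compound series as the NT line, viability after 48 h at 37 °C was determined by CellTiter-Glo luminescence and expressed as % activity.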
# KB-V1 MDR tox = kills drug-selected multidrug resistant KB-V1 cells; KB-V1 MDR cells viability, CellTiter-Glo, 72 h; Potency, µM (series often up to 46.1 µM), inactives show at the highest dose activity change, negative = cytotoxicity, actives largely listed as cytotoxic; 400,000 compounds, 3.4% hits; further: potency means the concentration at half of the fitted maximal effect; on the % scale 0 is the no-effect control and ±100 the full control effect; nearly all actives have a fitted effect of over 60% in size
#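 Cytotoxicity via CellTiter-Glo luminescence after 72 h compound exposure at 37 degrees C. Cells: drug-selected KB-V1 line, DMEM phenol-red free plus 10% FBS. Compounds tested at multiple concentrations; normalized data fitted to concentration-effect curves.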
# GLP1R cytotox = cytotoxicity in counter-screen for GLP-1R inverse agonists. HEK293 cAMP-luciferase reporter cells, luminescence, 24 h. Potency, µM (titrated, usually from 38.3 µM), for inactives: top-dose activity change, negative = inhibition, most hits filed as inhibitors. 410,000 compounds, 0.13% hits. AID 624418;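 further: loss of luciferase light is scored as toxicity; potency means the concentration at half of the fitted maximal effect; on the % scale 0 is the no-effect control and ±100 the full control effect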
#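 Cells in DMEM/10% Nu serum/1% pen-strep, 1536-well format. Pre-incubated 12 h, dosed with 23 nL compound, incubated a further 24 h. Luciferase detection, 12 min at room temp, luminescence.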
# D3 ag = agonists of human D3 dopamine receptor | P35462 | D3R DiscoveRx beta-arrestin cells, luminescence, 90 min | max activation, % | 410,000 compounds, 0.58% hits | AID 652048; in the data active means max activation above about 30%; further: 0% is about no effect; mostly tested at two doses, the higher about 12 µM
# Target sequence (P35462 whole entry, looked up): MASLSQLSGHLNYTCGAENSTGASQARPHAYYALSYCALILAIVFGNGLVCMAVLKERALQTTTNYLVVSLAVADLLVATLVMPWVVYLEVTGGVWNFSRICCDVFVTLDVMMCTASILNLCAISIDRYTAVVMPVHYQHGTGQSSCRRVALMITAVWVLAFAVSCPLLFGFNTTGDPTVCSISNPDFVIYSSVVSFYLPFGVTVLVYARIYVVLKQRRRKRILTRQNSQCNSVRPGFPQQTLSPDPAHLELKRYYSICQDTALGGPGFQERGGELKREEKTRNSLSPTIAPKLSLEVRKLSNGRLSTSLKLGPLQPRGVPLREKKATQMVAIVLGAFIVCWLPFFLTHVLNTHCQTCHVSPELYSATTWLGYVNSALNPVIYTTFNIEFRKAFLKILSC
#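 Agonist-mode cell screen: cells plated at 1500/well and incubated overnight at 37 °C, then exposed to library compounds for 90 min at 37 °C. Detection reagent was added for 30–60 min at room temperature, and luminescence was read.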
# IL1B secr inh = inhibitors of inflammasome signaling (IL-1 beta secretion). THP-1 LPS/ATP IL-1B secretion, AlphaLISA, 16 h; stronger effect = lower value. 360,000 compounds, 4.7% hits. activity change, % at 57.5 µM; in the data active means activity change below about -50%; inconclusive means mostly about -30% to -49%; further: on the % scale 0 is the no-effect control and ±100 the full control effect
#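 THP-1 cells pretreated 1 hr with compounds (up to 57.5 uM final), then stimulated with LPS (250 ng/mL final) plus ATP (1.25 mM final); secreted IL-1B measured by AlphaLISA after 16 hr, decreased signal indicating inhibition.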
# The depositor's hits bear a star; ? = inconclusive; · = not tested or not shown; & = joins results of further samples; [ ] = remark or other dose. Unless noted, the call rests on the fitted dose curve; in most records, active means well fitted curve in the direction sought with a large enough effect; inconclusive means small, poorly fitted or top-dose-only effect, or another doubt; inactive means no such curve, though single readings can be large; an effect the other way counts as inactive or inconclusive. Not a hit list. About 11% of those tested had a hit in this group.
SMILES,KB-3-1 cytotox,MCF10A rerep,HT1080NT lethal,SW480 rerep,HT1080 IDH1KD tx,KB-V1 MDR tox,GLP1R cytotox,D3 ag,IL1B secr inh
CC(=O)N1CC=CC1(CC(C)C)C(=O)NCc1cc(F)cc(C(F)(F)F)c1 (stereo not given),0.5%,25.7%,-1.6%,-6.6%,1.6%,0.0%,0.5%,13.8,10.4
COc1ccc(-c2c(C#Cc3ccsc3)c3cc(-c4ccc(OC)c(F)c4)ccc3n2C)cc1,0.7%,-8.3%,3.9%,3.7%,7.4%,-37.4%,0.0%,5.7,13.9
CCOc1ccccc1N(CC(=O)Nc1c(C)n(C)n(-c2ccccc2)c1=O)S(=O)(=O)c1ccccc1,2.0%,8.3%,5.2%,-26.8%,7.7%,16.1%,1.2%,-1.9,-1.0
CCC(C)NCCOCCOc1ccc(Cl)cc1Br (stereo not given),-22.3%,2.6%,20.6µM*,21.5%,?,-15.1%,?,-20.6,-79.9*
CC(C)OC(=O)c1cccnc1N1CCN(c2cccc(Cl)c2)CC1,3.8%,-1.4%,-1.1%,-6.1%,4.5%,-14.7%,5.2%,0.9,19.0
Cc1nnc(NC(=O)CSc2nnc(CCc3nc4ccccc4[nH]3)n2C)s1,3.1%,-4.7%,13.1%,-0.5%,16.2%,9.2%,15.8%,-3.4,18.5
COc1ccc(NC(=O)c2cccc3ccccc23)cc1OC,0.0%,·,-0.4%,·,14.0%,-26.1%,6.0%,4.3,?
Cc1cc(C)c(N(CC(=O)NC(C)(C)C)C(=O)CNC(=O)c2cccs2)c(C)c1,-12.1%,-1.7%,-11.8%,0.4%,6.5%,-20.2%,-0.5%,-7.3,-20.0
COc1ccc(C2N(C(=O)N(C)C)CCN2S(=O)(=O)c2ccc(OC)cc2)cc1 (stereo not given),1.1%,3.7%,3.1%,-0.3%,-6.9%,-28.0%,2.1%,-2.4,-8.0
CCSc1nnc(NC(=O)C2CCN(C(=O)c3ccc(F)cc3)CC2)s1,9.2%,5.4%,3.6%,-5.4%,-0.8%,20.6µM*,-2.2%,2.9,11.8

# Not a retest: 4 of the compounds above.
SMILES,KB-3-1 cytotox,MCF10A rerep,HT1080NT lethal,SW480 rerep,HT1080 IDH1KD tx,KB-V1 MDR tox,GLP1R cytotox,D3 ag,IL1B secr inh
CCOc1ccccc1N(CC(=O)Nc1c(C)n(C)n(-c2ccccc2)c1=O)S(=O)(=O)c1ccccc1,2.0%,8.3%,5.2%,-26.8%,7.7%,16.1%,1.2%,-1.9,-1.0
CCC(C)NCCOCCOc1ccc(Cl)cc1Br (stereo not given),-22.3%,2.6%,20.6µM*,21.5%,?,-15.1%,?,-20.6,-79.9*
CC(C)OC(=O)c1cccnc1N1CCN(c2cccc(Cl)c2)CC1,3.8%,-1.4%,-1.1%,-6.1%,4.5%,-14.7%,5.2%,0.9,19.0
Cc1nnc(NC(=O)CSc2nnc(CCc3nc4ccccc4[nH]3)n2C)s1,3.1%,-4.7%,13.1%,-0.5%,16.2%,9.2%,15.8%,-3.4,18.5

# The list goes on.
SMILES,KB-3-1 cytotox,MCF10A rerep,HT1080NT lethal,SW480 rerep,HT1080 IDH1KD tx,KB-V1 MDR tox,GLP1R cytotox,D3 ag,IL1B secr inh
O=C(CN(C(=O)CNS(=O)(=O)c1ccccc1)C1CCCC1)NCC1CCCO1 (stereo not given),3.8%,2.2%,-3.4%,-4.0%,12.4%,3.7%,-1.5%,2.2,9.7
COc1cc(NC(=O)c2ccc([N+](=O)[O-])o2)ccc1NC(=O)c1ccco1,?,16.4%,9.6%,?,19.3%,0.8%,-1.2%,7.5,-26.7
Cn1ccs/c1=N\S(=O)(=O)c1ccc(F)cc1,9.8%,6.4%,13.5%,-7.9%,2.1%,25.4%,-25.6%,1.8,14.9
CCCC(=O)NCCCc1nc2ccccc2n1CC,-3.9%,-6.1%,-0.9%,-12.7%,0.2%,5.4%,-1.2%,6.1,6.4
CC(C)C[C@@H](CN=[N+]=[N-])N1CCN(Cc2ccccc2)CCC1=O,2.3%&-3.7%,-2.9%,14.9%,8.5%,15.7%,?,-23.0%,12.2,-7.0
C=C(C)Cn1c(=O)c2c(nc3n2CC(C)CN3Cc2ccccc2)n(C)c1=O (stereo not given),-5.4%,2.0%,-3.2%,-29.9%,-18.0%,0.0%,1.1%,-5.0,1.7
Cc1ccc(C(c2sc3nc(C)nn3c2O)N2CC(C)OC(C)C2)cc1 (stereo not given),1.2%,-3.2%,10.0%,-4.5%,1.3%,1.0%,-6.4%,0.1,-4.3
Cn1c(N)c(C(=O)CSc2nc3ccccc3c(=O)n2Cc2ccccc2)c(=O)n(C)c1=O,-1.2%,8.5%,9.6%,-6.2%,8.6%,3.0%,2.0%,4.3,23.5
Cc1cc(NC(=O)Nc2cccc(Cl)c2)n(-c2ccccn2)n1,-7.4%,?,?,-0.3%,?,?,1.9%,-14.3,-73.2*
CCOC(=O)c1ccc(NC(=S)Nc2ccccn2)cc1,-1.6%,0.0%,-15.9%,?,-21.8%,0.0%,5.62µM*,1.2,-0.9
COc1ccc(-c2nc3n(n2)C(c2ccccc2)C(C(=O)Nc2cccnc2)=C(C)N3)cc1 (stereo not given),-9.6%,·,·,·,·,0.0%,13.2%,3.6,·
Cc1ccc2oc(C(=O)Nc3ccc(S(=O)(=O)N(C)c4ccccc4)cc3)cc(=O)c2c1,?,·,·,·,·,-22.5%,39.5%[activator],-18.9,·
CC(NC(=O)CCc1nnc(-c2ccccc2)o1)c1ccccc1 (stereo not given),0.0%,-2.6%,-2.3%,-3.5%,-2.5%,-10.4%,-8.8%,1.3,30.5
CC(=O)c1ccc(NC(=O)C2=CC(c3ccco3)=NS(=O)(=O)N2C)cc1,-2.9%,-1.6%,-1.3%,-7.3%,-9.0%,-6.9%,-2.8%,-12.4,0.6
NS(=O)(=O)c1cc(C(=O)N2CCc3ccccc32)c(Cl)cc1Cl,0.0%,-3.1%,-4.4%,-15.2%,-1.1%,7.9%,-27.0%,0.4,-20.9
Cc1ccnc(SCc2nc3ccccc3s2)n1,-16.5%,-20.8%,3.8%,-2.2%,-3.0%,-12.2%,1.1%,-6.1,6.6
COc1ccc(N(CC(=O)N2CCN(Cc3ccccc3)CC2)S(=O)(=O)c2ccccc2)cc1,8.3%,4.4%,4.3%,-0.7%,0.2%,?,13.4%,-11.2,-6.6
Cc1oc2cc(O)cc(O)c2c(=O)c1-c1ccc2c(c1)OCCCO2,0.4%,?,?,-0.9%,-21.3%,?,-13.5%,-2.4,-1.2
COc1ccc(S(=O)(=O)N(C)CC(=O)Nc2cccc(C(C)=O)c2)cc1,-2.9%,21.3%,2.0%,1.2%,-1.1%,-20.7%,-8.5%,-5.9,-6.3
CCOC(=O)[C@@H]1[C@H]2COc3ccccc3[C@@H]2N2C(=O)N(c3cccc(F)c3)C(=O)[C@@]12C,3.7%,9.4%,9.1%,0.3%,0.2%,1.8%,-25.4%,-1.7,29.0
Cn1c(NCCCN2CCOCC2)nc2c1c(=O)n(Cc1ccc(Cl)cc1)c(=O)n2C,0.7%,18.8%,-23.5%,-0.9%,?,18.4µM*,4.6%,2.8,-2.6
C/C(CC(=O)N1CCCC1)=N\NC(=O)c1cc2ccccc2cc1O,?,1.3%,-25.8%,?,-15.8%,-23.9%,-21.4%,-1.9,12.6
CC1CCN(CCCNC(=O)CCCNC(=O)Cn2cnc3sc4c(c3c2=O)CCCC4)CC1,-2.0%,0.6%,-2.9%,-2.9%,-0.8%,12.4%,0.8%,-6.5,-100.6*
O=C(CNS(=O)(=O)c1ccc(Br)s1)NCc1ccc(F)cc1,4.8%,8.8%,6.1%,-4.7%,14.3%,-14.9%,11.0%,22.0,-15.1
CC(C)c1ccc(/C=C(/C#N)c2nnc(NC(=O)c3ccccc3)s2)cc1,24.6%,?,5.7%,2.9%,20.1%,-5.2%,79.8%[activator],9.0,20.4
CC1CCCCN1Cc1ccc(N(C)C)cc1 (stereo not given),-2.2%,-5.1%,24.9%,-7.3%,7.5%,?,-14.4%,-8.5,29.6
CSc1ccccc1C(=O)NCCOc1cccc(C)c1,4.0%,16.4%,-1.8%,13.5%,-6.1%,?,-14.5%[0.307 µM],2.4,-90.9*
COc1cc2c(cc1OC)C(C(=O)NCCN1CCOCC1)C1c3ccccc3CCN1C2=O (stereo not given),-5.4%,6.1%,7.1%,1.7%,2.0%,12.9%,-0.3%,-1.9,10.3
CCCCn1c(Nc2ccccc2)nc2ccccc21,-0.3%,9.3%,-2.2%,25.2%,0.3%,-24.7%,1.2%,2.4,-16.4
O=C(Cc1cccc(NC(=O)C2CCN(C(=O)C3CC3)CC2)c1)Nc1cccc(C(=O)N2CCOCC2)c1,7.3%,-12.3%,4.8%,-7.9%,7.0%,0.0%,-2.5%,7.9,-2.1
Cc1cc(O)ccc1N=Cc1c(C(F)(F)F)[nH][nH]c1=O,-9.1%,?,-5.5%,-112.1%[inhibitor],-1.9%,?,37.0%[activator],-3.6,-6.8
O=C(CCc1nnc(CCc2c[nH]c3ccccc23)o1)NC1CCC1,7.0%,5.4%,-2.5%,8.3%,-14.4%,2.2%,-0.8%,-11.9,6.0
CCOC(=O)Cc1csc(N/C(=N/S(=O)(=O)c2cc(Br)ccc2OCC)c2ccccc2)n1,-0.6%,6.4%,-16.6%,-0.8%,-14.9%,-20.9%,-6.1%,-8.0,-17.6
N#Cc1cccc(NC(=O)Cn2cnc(S(=O)(=O)N3CCOCC3)c2)c1,0.6%,16.7%,11.4%,29.8%,9.7%,6.5%,-4.3%,-6.7,9.8

# Screening results (PubChem)
